# Source: PubChem
# HDAC3 inh: HDAC3 deacetylase inhibitors, primary screen, biochemical, fluorescence, cell-free homogeneous; recombinant HDAC3, fluorogenic peptide/trypsin coupled; inhibition, % at 8.3 µM; Histone deacetylase 3 (Homo sapiens), O15379; 320,000 compounds, 0.15% hits; in the data active means inhibition above about 26%, passing the limit was not always enough
# TMEM16A act: TMEM16A chloride channel activators or potentiators, primary screen, cell-based, HTS | B-score at 10 µM | 340,000 compounds, 0.3% hits | HEK293 TMEM16A/YFP-H148Q/I152L, iodide quench fluorescence; stronger effect = lower value | Anoctamin-1 (Mus musculus), Q8BHY3 | AID 623877, 2012;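 active means fluorescence-ratio B-score plate-corrected deviation score at least 3 library SD below zero, with starting fluorescence score within 5 deviations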;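 further: channel opened by trigger with iodide after compound preincubation; score built on the fluorescence ratio of max minus min over baseline; more negative score means more quench and so TMEM16A activation or potentiation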
# KCNQ1 block: inhibitors of human KCNQ1 channel, primary screen, cell-based, thallium flux, high-throughput; 310,000 compounds, 1.3% hits; Potassium voltage-gated channel subfamily KQT member 1 (Homo sapiens), P51787; CHO-K1 KCNQ1, FluxOR thallium flux fluorescence; stronger effect = higher value; B-score at 10 µM;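 active means compounds whose thallium flux B-score, printed positive for inhibition, exceeds three library SD while starting fluorescence stays within three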;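 further: channel opened by potassium depolarization with thallium stimulus after 20 min compound exposure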
# Target sequence (P51787 whole entry, looked up): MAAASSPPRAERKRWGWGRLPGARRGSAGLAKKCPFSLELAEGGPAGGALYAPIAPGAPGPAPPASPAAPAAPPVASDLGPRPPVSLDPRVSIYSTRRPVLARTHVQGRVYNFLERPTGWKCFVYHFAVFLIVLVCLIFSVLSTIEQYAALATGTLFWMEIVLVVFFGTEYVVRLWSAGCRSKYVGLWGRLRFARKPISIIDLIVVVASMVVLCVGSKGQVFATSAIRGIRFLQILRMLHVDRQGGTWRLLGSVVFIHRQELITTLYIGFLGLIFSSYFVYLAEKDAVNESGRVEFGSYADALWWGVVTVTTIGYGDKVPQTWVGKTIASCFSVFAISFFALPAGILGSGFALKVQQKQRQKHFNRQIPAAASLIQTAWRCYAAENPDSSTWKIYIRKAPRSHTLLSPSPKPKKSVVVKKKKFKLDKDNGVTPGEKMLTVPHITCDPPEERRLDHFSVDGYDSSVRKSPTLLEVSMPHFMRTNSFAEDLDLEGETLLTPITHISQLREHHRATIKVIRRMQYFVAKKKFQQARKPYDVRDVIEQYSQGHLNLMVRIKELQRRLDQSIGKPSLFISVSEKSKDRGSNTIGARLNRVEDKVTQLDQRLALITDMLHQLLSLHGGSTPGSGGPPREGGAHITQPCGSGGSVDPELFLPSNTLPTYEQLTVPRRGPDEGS
# TRPC4 agonist: activators of mouse TRPC4 channel, primary screen, Fluo4 calcium, HEK293 TRPC4beta/mu-opioid cells; Short transient receptor potential channel 4 (Mus musculus), Q9QUQ5; Fluo4 calcium fluorescence; stronger effect = higher value; B-score at 10 µM; 310,000 compounds, 0.49% hits; AID 2237, 2010;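 active means B-score above 5 SD of library B-scores, and initial fluorescence ratio not above library mean plus 5 SD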;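 further: positive B-score marks a calcium rise read as TRPC4 activation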
#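 Incubation: 45 min room-temperature Fluo4 loading, 110 s read / System: HEK293 cells stably co-expressing mouse TRPC4beta and mu-opioid receptor / Signal: Fluo4 fluorescence, kinetic / Control set: buffer (low) and maximal DAMGO (high) / Measure: integrated baseline-normalised fluorescence ratio, converted to per-well B score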
# KCNK3 inh: human KCNK3 channel inhibitors, primary screen, CHO cells, FluxOR thallium flux, B-score. AID 602410, 2012. Potassium channel subfamily K member 3 (Homo sapiens), O14649. FluxOR fluorescence; stronger effect = lower value. B-score at 10 µM. 340,000 compounds, 0.84% hits;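 active means B-score under library mean minus 4 SD, starting fluorescence ratio at most library mean plus 5 SD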;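 further: more negative B-score means stronger inhibition of thallium flux through KCNK3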
# KCNQ1 act: potentiators or activators of KCNQ1 channel, primary screen, cell-based, thallium flux, high-throughput; Potassium voltage-gated channel subfamily KQT member 1 (Homo sapiens), P51787; CHO-K1 KCNQ1, thallium flux FluxOR fluorescence; stronger effect = higher value; B-score at 10 µM; 310,000 compounds, 0.35% hits; AID 2648, 2010;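 active means fluorescence ratio B-score, a plate-corrected score, at least three library SD, with initial intensity B-score within 5 SD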
#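 System: CHO-K1 cells stably expressing KCNQ1 / Medium: assay buffer for compound exposure, DMSO matched across wells / Reagent: thallium- and potassium-containing depolarizing buffer / Compound: one concentration, matched DMSO / Incubation: 20 min compound pretreatment at room temperature / Measured by: kinetic FluxOR fluorescence, 10 s baseline plus 110 s post-stimulus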
# TMEM16A inh: TMEM16A chloride channel inhibitors, primary screen, cell-based, HTS. Anoctamin-1 (Mus musculus), Q8BHY3. HEK293 TMEM16A/YFP iodide influx fluorescence, ionomycin. normalized B-score (activity score, 25-100; higher = stronger inhibition) at 10 µM. 310,000 compounds, 1.2% hits. AID 588511, 2011;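 active means ratio plate-corrected score three or more library SD toward inhibition, starting fluorescence score within five deviations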;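 further: score derived from kinetic fluorescence span divided by baseline fluorescence per well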
# KCNK9 inh: KCNK9 potassium channel inhibitors, primary screen, HEK293 cells, thallium flux | B-score at 10 µM | 310,000 compounds, 1.2% hits | FluxOR thallium flux fluorescence; stronger effect = lower value;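 active means ratio B-score over 3 SD below the library mean, with starting fluorescence within 5 SD of its mean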;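 further: negative B-score means less thallium flux so channel inhibition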
# Target sequence (Q9NPC2 whole entry, looked up): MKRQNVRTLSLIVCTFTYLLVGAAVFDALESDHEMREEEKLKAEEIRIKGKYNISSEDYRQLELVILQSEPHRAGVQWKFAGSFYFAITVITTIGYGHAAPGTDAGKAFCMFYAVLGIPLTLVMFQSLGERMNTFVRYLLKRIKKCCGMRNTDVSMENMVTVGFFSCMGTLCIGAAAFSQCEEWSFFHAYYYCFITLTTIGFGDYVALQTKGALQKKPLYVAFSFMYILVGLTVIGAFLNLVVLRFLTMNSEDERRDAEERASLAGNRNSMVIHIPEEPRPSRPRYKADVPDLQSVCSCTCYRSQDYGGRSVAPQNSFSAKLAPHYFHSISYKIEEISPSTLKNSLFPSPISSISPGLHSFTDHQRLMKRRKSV
# Dyrk1A ADPGlo: rat Dyrk1A kinase inhibitors, primary screen, biochemical, single point, plate reader; ADP-Glo luminescence, NFATc1 peptide; Dual specificity tyrosine-phosphorylation-regulated kinase 1A (Rattus norvegicus), Q63470; 310,000 compounds, 0.43% hits; inhibition, % at 12.5 µM; in the data active means inhibition above about 50%;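 further: plate controls were vehicle with enzyme for no effect and no enzyme for full effect; many of its hits are not listed in these tables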
# TRPC4 potent: positive allosteric modulators of TRPC4, primary screen, cell-based, mouse TRPC4beta, HEK293 mu-opioid, Fluo-4 calcium; DAMGO EC20, Fluo-4 Ca2+ flux; stronger effect = higher value; B-score at 10 µM; 310,000 compounds, 0.42% hits; Short transient receptor potential channel 4 (Mus musculus), Q9QUQ5;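 active means B-score of calcium response area above 5 SD of library B-scores, with initial fluorescence ratio within 5 SD of library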;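 further: B-score of integrated fluorescence ratio over time as area under calcium response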
# hERG rescue: hERG rescue from dofetilide block, primary screen, cell-based, CHO-hERG, FluxOR thallium flux, dofetilide IC70; dofetilide IC70 present; activation (rescue from dofetilide block), less the hit threshold, % at 10 µM; 310,000 compounds, 0.51% hits;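 active means activation above the mean of controls blocked by dofetilide plus 5 SD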;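 further: thallium influx through hERG after potassium depolarization seen as dye fluorescence rise; in these data hits start at about 4.7%; inactives centre near -7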
# Numbers without * were called inactive; i = inactive; · = not tested or not shown. These rows are one share of the data; rates above refer to the full screens.
# Each structure is followed by: HDAC3 inh, TMEM16A act, KCNQ1 block, TRPC4 agonist, KCNK3 inh, KCNQ1 act, TMEM16A inh, KCNK9 inh, Dyrk1A ADPGlo, TRPC4 potent, hERG rescue
NS(=O)(=O)c1ccc(NC(=S)NC(=O)c2ccc(-c3ccccc3)cc2)cc1
    -4.7, i, i, i, i, i, i, i, 2.3, i, -10.7
COc1cccc(CNCc2ccc(SC)cc2)c1OC
    6.6, i, i, i, i, i, i, i, -6.4, i, -9.7
CCOc1cc(C(C(=O)NCC2CCCO2)N(C(=O)Cn2nnc3ccccc32)c2cccc(OC)c2)ccc1O (stereo not drawn)
    -5.3, i, i, i, i, i, i, i, 3.1, i, -5.7
COc1ccc(Nc2nc(C)nc3c2oc2ccccc23)cc1
    3.6, i, i, i, i, i, i, i, 4.4, i, -3.2
Cc1nc(-c2cc(-c3nc(-c4ccc(C(F)(F)F)cc4)no3)no2)cs1
    -1.0, i, i, i, i, i, i, i, 3.8, i, -4.5
COC(=O)c1cc2c(ccn2-c2ccc(F)cc2)n1CC(=O)OC(C)C
    2.5, i, i, i, i, i, i, i, -3.7, i, -30.4
Cc1[nH]c(=O)[nH]c(=O)c1S(=O)(=O)NCC12CC3CC(CC(C3)C1)C2
    -5.6, i, i, i, i, i, i, i, 0.0, i, 2.2
COc1cccc(-c2cc(C(=O)N3CCCCC3C)no2)c1 (stereo not drawn)
    9.6, i, i, i, i, i, i, i, 1.3, i, -12.4
CCc1ccc(-c2cc(C(=O)Nn3cnnc3)c3ccccc3n2)cc1
    -0.2, i, i, i, i, i, i, i, -0.9, i, -10.6
COc1ccc(-c2cc(C)no2)cc1S(=O)(=O)NCc1cccc(C)c1
    3.4, i, i, i, i, i, i, i, 2.4, i, -8.2
COc1ccc(N(CC(=O)N2CCc3ccccc32)S(=O)(=O)c2c(C)n[nH]c2C)cc1
    -0.6, i, i, i, i, i, i, i, 1.4, i, -9.7
Fc1ccccc1C(c1nnnn1Cc1ccc2c(c1)OCO2)N1CCN(Cc2ccco2)CC1 (stereo not drawn)
    2.8, i, i, i, i, i, i, i, 2.7, i, -10.8
Cc1c(Nc2nc(-c3cccc([N+](=O)[O-])c3)cs2)c(=O)n(-c2ccccc2)n1C
    3.0, i, i, i, i, i, i, i, 12.1, i, 2.3
CC1CN=C2C(C(=O)Nc3ccccc3)=C(O)CC(c3ccccc3)N21 (stereo not drawn)
    ·, i, i, i, i, i, i, i, 0.5, i, -0.8
O=c1cc(-c2ccccc2)c2ccc(O)cc2o1
    -19.0, i, i, i, i, i, i, i, 22.2, i, -1.3
COc1ccc(-c2cc(C)no2)cc1S(=O)(=O)N1CCN(c2ccccn2)CC1
    7.4, i, i, i, i, i, i, i, -3.3, i, -9.4
O=C(Nc1ccc2c(c1)CCC2)c1ccccc1F
    1.4, i, i, i, i, i, i, i, 3.5, i, -6.2
Cc1sc2c(c1C)c(=O)n(-c1ccc(Cl)cc1)c(=O)n2Cc1cc(=O)n2ccccc2n1
    3.0, i, i, i, i, i, i, i, 11.0, i, -7.0
O=C(c1cnsn1)N1CCC(CO)(Cc2cccc(F)c2)CC1
    -6.7, i, i, i, i, i, i, i, 5.2, i, -10.9
COc1ccc(OCC(=O)Nc2c(C(=O)N3CCC(N4CCCCC4)CC3)oc3ccccc23)cc1
    2.3, i, i, i, i, i, i, i, 0.3, i, -11.2
COc1cccc(CN(CC(=O)NCc2ccco2)C(=O)CNS(=O)(=O)c2ccccc2)c1
    -2.8, i, i, i, i, i, i, i, -5.4, i, -4.7
O=C(/C=C/c1ccccc1)NC(=S)Nc1ccccc1O
    -1.1, i, i, i, i, i, i, i, -2.5, i, -11.1
Nc1ccccc1NC(=O)c1ccccc1N
    19.8, i, i, i, i, i, i, i, 2.0, i, -4.5
C=CCNCCOc1ccccc1-c1ccccc1
    -5.9, i, i, i, i, i, i, i, -2.8, i, -3.1
O=C(O)CSc1nnc(CNc2cccc(C(F)(F)F)c2)n1Cc1ccco1
    1.9, i, i, i, i, i, i, i, -2.6, i, -4.9
O=C(Nc1nccs1)c1ccc(COc2c(F)c(F)cc(F)c2F)cc1
    -7.2, i, i, i, i, i, i, i, -1.2, i, -4.7
COc1ccccc1/C=N/NC(=O)c1ccccc1Cl
    6.5, i, i, i, i, i, i, i, 8.5, i, -8.3
Cc1ccc2nc(Nc3ccccc3O)nc(-c3ccccc3)c2c1
    2.7, i, i, i, i, i, i, i, 2.7, i, -4.1
C/C(=N/NC(=O)c1ccc(C(C)(C)C)cc1)c1ccccn1
    5.5, i, i, i, i, i, i, i, -5.2, i, -11.6
O=C(CSc1nnc(-c2cccc(S(=O)(=O)N3CCCCC3)c2)o1)c1ccc[nH]1
    -5.3, i, i, i, i, i, i, i, 18.7, i, -7.4
Cc1c(NC(=O)C2(c3ccccc3)CCOCC2)c(=O)n(-c2ccccc2)n1C
    -3.1, i, i, i, i, i, i, i, 1.4, i, 1.1
CCOc1ccccc1Nc1ncccc1C(=O)N1CCCC1
    5.1, i, i, i, i, i, i, i, 8.9, i, -10.8
COc1ccc(/C=C2\SC(=O)N(CC(=O)NCCC(C)C)C2=O)cc1OC
    0.5, i, i, i, i, i, i, i, -0.3, i, -5.3
COc1ccc(/C(C)=N\NC(=O)C(c2ccncc2)N2CCOCC2)cc1 (stereo not drawn)
    1.5, i, i, i, i, i, i, i, -8.4, i, -5.2
Cc1ccc(NC2CCCN(C(=O)CCN3CCCCO3)C2)cc1C (stereo not drawn)
    -0.8, i, i, i, i, i, i, i, -5.7, i, -6.2
c1ccc(-c2noc(-c3cccc4ccccc34)n2)nc1
    -14.9, i, i, i, i, i, i, i, 42.8, i, -7.9
Cc1ccc(C)c(OCC(=O)Nc2cc(C(=O)O)cc(C(=O)O)c2)c1
    1.4, i, i, i, i, i, i, i, 0.8, i, -4.5
Oc1c(Br)cc(/C=N/n2c(-c3ccccc3)n[nH]c2=S)c(Br)c1O
    -2.0, ·, i, i, ·, i, i, i, ·, i, -10.0
CCOc1ccc(N=C2NC(=O)S/C2=C\c2ccc(N(C)C)cc2)cc1
    -2.7, i, 10*, i, i, i, i, i, 2.9, i, -14.7
COCC(=O)N1CCC(Oc2ccc(C(=O)NCc3cc(C)no3)cc2)CC1
    -1.7, i, i, i, i, i, i, i, -2.1, i, -4.6
O=C(NCC(c1cccs1)N1CCOCC1)c1ccc(Cl)cc1 (stereo not drawn)
    2.9, i, i, i, i, i, i, i, -5.7, i, -12.0
CC(C)CN(C(=O)CN1CCOCC1)c1c(N)n(CC(C)C)c(=O)[nH]c1=O
    0.7, i, i, i, i, i, i, i, 1.1, i, -7.5
O=C(/C=C/c1ccco1)Nc1scc(-c2ccccc2)c1C(=O)O
    14.6, i, i, i, i, i, i, i, -0.6, i, -5.8
CCOC(=O)C1=C(O)C(=O)N(Cc2cccnc2)C1c1ccc(OC)cc1 (stereo not drawn)
    1.0, i, i, i, i, i, i, i, -1.1, i, -10.8
Cn1c(N)c(C(=O)COC(=O)CN2C(=O)c3ccccc3C2=O)c(=O)n(C)c1=O
    4.1, i, i, i, i, i, i, i, 0.9, i, -2.0
Cc1ccc(NC(=O)c2cc(C(C)(C)C)nn2Cc2ccccc2)cc1
    14.7, i, i, i, -16.2*, i, i, i, 9.8, i, -16.6
CSc1cccc(NC(=O)C(C)C)c1
    -0.3, i, i, i, i, i, i, i, -1.1, i, -7.4
COc1ccc(N(C(=O)CNC(=O)c2ccco2)C(C(=O)NC2CCCC2)c2ccc(C)o2)cc1 (stereo not drawn)
    -1.7, i, i, i, i, i, i, i, -3.6, i, -8.0
CN1CCN(C(=O)c2ccc(CN3CCOCC3)cc2)CC1
    -11.6, i, i, i, i, i, i, i, -9.7, i, -11.0
Nc1ncc(Br)cc1S(=O)(=O)NCCC(=O)N1CCN(c2ccccc2)CC1
    1.8, i, i, i, i, i, i, i, -5.0, i, -8.4

# (list continues)
# Each structure is followed by: HDAC3 inh, TMEM16A act, KCNQ1 block, TRPC4 agonist, KCNK3 inh, KCNQ1 act, TMEM16A inh, KCNK9 inh, Dyrk1A ADPGlo, TRPC4 potent, hERG rescue
O=C(NCc1cc(C(F)(F)F)cc(C(F)(F)F)c1)C1CC(c2c(Cl)cccc2Cl)=NO1 (stereo not drawn)
    -1.7, i, i, i, i, i, i, i, -12.8, i, -11.0
CC(C)C(=O)NC(NC(=S)Nc1cccc2cccnc12)C(Cl)(Cl)Cl (stereo not drawn)
    -3.2, i, i, i, i, i, i, i, 4.9, i, -12.9
O=C(N/N=C1\CCSc2ccc(F)cc21)c1cccnc1
    ·, i, i, i, i, i, i, i, 5.2, i, -10.8
COc1ccc(Cc2nnc(Nc3ccc(C)cc3C)[nH]c2=O)cc1
    2.8, i, i, i, i, i, i, i, 6.0, i, -5.5
O=C(CSc1nc2ccccc2c(=O)[nH]1)Nc1ccc(Br)cc1
    1.3, i, i, i, i, i, i, i, 3.1, i, -9.7
CC1=CC=CN2C1=NC(=O)CC2(C)C(=O)N(CC(=O)NC1CCCC1)Cc1ccccc1 (stereo not drawn)
    -45.8, i, i, i, i, i, i, i, 1.4, i, -5.6
Cc1nn(-c2ncc(C(F)(F)F)cc2Cl)c(=O)n1-c1ccccc1Cl
    ·, i, i, i, i, i, ·, i, -2.9, i, -6.4
C#CCOc1ccccc1CNC1CCN(Cc2ccccc2)CC1
    1.6, i, i, i, i, i, i, i, 4.3, i, -2.1
